Bioassay records from PubChem BioAssay.
MsrA act – bovine MsrA enzyme activators, primary screen, biochemical, absorbance, HTS | activation, % at 10.6 µM | purified bovine MsrA, absorbance read-out | hit rate 0.3% among 360,000 | AID 602163, 2012; in the data active = activation above about 7.5%;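 also: 0% = vehicle and 100% = reference activator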
Neddylation inh – inhibitors of cullin neddylation, primary screen, biochemical, TR-FRET, uHTS, NAE and Ubc12 | NEDD8-conjugating enzyme Ubc12 (Homo sapiens) + NEDD8-activating enzyme E1 regulatory … | calls only at 25 µM | hit rate 0.58% among 360,000 | AID 651699, 2012; in the data active = inhibition above about 36%
E coli Lon inh – inhibitors of E. coli Lon protease, primary screen, biochemical, fluorescence polarization. P0A9M0. purified E. coli Lon protease. inhibition, % at 7.94 µM. hit rate 0.42% among 360,000. AID 602123, 2011; in the data active = inhibition above about 13%, passing the limit was not always enough;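 also: 0% = enzyme with probe and DMSO and 100% = no enzyme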
Rin1-Abl PPI inh – inhibitors of Rin1-Abl protein binding, primary screen, biochemical, TR-FRET; Tyrosine-protein kinase ABL1 (Homo sapiens) + Ras and Rab interactor 1 (Homo sapiens), …; inhibition, % at 7.35 µM; hit rate 0.4% among 360,000; in the data active = inhibition above about 5%, passing the limit was not always enough
NRP1-CendR mod – modulators of CendR peptide binding to NRP-1, primary screen, biochemical, fluorescence polarization, uHTS. Neuropilin-1 (Homo sapiens), O14786. FAM-RPARPAR peptide binding to NRP-1. inhibition, % at 25 µM. hit rate 0.85% among 360,000;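 active = inhibition or corrected inhibition above about 18%, plus a signal ratio from 0.5 to 1.5, limit read from the data, passing the limit was not always enough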; also: strong numbers were not always called active
Target sequence (O14786 whole entry, looked up): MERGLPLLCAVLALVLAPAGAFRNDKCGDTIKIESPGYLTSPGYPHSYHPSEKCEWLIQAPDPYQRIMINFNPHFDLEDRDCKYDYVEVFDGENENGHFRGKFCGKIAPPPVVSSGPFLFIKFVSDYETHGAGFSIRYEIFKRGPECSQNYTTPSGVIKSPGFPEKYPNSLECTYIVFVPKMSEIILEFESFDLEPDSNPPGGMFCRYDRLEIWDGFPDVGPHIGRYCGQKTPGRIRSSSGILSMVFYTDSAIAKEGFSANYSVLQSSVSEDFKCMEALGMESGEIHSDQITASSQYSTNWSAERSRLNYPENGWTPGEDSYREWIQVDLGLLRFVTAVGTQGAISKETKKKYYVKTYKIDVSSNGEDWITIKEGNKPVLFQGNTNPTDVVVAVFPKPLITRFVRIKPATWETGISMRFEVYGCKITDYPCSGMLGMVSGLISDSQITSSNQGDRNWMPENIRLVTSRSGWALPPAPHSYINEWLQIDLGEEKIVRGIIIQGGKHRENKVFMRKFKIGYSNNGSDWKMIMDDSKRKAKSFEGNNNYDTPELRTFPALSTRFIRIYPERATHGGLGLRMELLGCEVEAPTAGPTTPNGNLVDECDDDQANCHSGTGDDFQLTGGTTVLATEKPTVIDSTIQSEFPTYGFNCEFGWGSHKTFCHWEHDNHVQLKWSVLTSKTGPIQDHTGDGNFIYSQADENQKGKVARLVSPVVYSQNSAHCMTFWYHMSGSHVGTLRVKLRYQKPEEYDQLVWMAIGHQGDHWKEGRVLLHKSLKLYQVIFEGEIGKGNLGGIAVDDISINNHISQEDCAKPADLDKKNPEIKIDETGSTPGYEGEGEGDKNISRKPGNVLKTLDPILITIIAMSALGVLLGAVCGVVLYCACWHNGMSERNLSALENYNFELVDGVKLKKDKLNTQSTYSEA
SKN-1 inh – suppressors of acrylamide-induced Pgst-4::GFP reporter in worms, primary screen, SKN-1 inhibitor project, whole organism, uHTS, GFP/RFP fluorescence ratio, strain VP596; C. elegans VP596 Pgst-4::GFP/RFP ratio, 24 h; inhibition, % at 21.8 µM; AID 624304, 2012; hit rate 0.49% among 360,000;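 active = interference check ratio from 0.5 to 1.5 plus GFP to RFP signal ratio inhibition reaching or exceeding a fixed threshold, cut at about 30% in these data, passing the limit was not always enough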; also: some compounds called inactive have numbers as strong as hits
MsrA inh – bovine MsrA enzyme inhibitors, primary screen, biochemical, absorbance, HTS. Methionine sulfoxide reductase A (Bos taurus). purified bovine MsrA, absorbance read-out. inhibition, % at 15.5 µM. hit rate 0.75% among 360,000. AID 651718, 2012; in the data active = inhibition above about 4.5%;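 also: 0% = vehicle wells with enzyme and 100% = reference inhibitor wells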
MT1-MMP act inh – blockers of MT1-MMP proenzyme processing, primary screen, HT1080 RFP-PRO-GFP cells, GFP/RFP fluorescence; GFP/RFP ratio fluorescence, overnight; percent of plate control window, DMSO zero; GFP/RFP ratio change, % at 20 µM; Matrix metalloproteinase-14 (Homo sapiens), P50281; hit rate 0.061% among 360,000;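 active = GFP/RFP ratio change of at least 30% with cell ATP level not reduced by more than half and red fluorescence within 50% of control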; also: strong numbers were not always called active
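Read-out: GFP/RFP fluorescence ratio; Test system: RFP-PRO-GFP reporter HT1080 cells; Compound dosing: single-point 20 µM compound, 1% DMSO; Times: overnight compound exposure at 37 °C.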
FAS-TE inh – FAS thioesterase domain inhibitors, primary screen, biochemical, fluorescence intensity, uHTS. hit rate 0.67% among 360,000. AID 602261, 2012. inhibition, % at 15 µM. recombinant FAS-TE, OMFH fluorogenic substrate, fluorescence endpoint. Fatty acid synthase (Homo sapiens), P49327;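 active = compounds whose normalised, plate-corrected inhibition of enzyme fluorescence in the single-dose primary screen is 50% or more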;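 also: 0% = DMSO with enzyme and 100% = substrate without enzyme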
The depositor's hits bear a star; i = inactive; · = no result given.

SMILES	MsrA act	Neddylation inh	E coli Lon inh	Rin1-Abl PPI inh	NRP1-CendR mod	SKN-1 inh	MsrA inh	MT1-MMP act inh	FAS-TE inh
CCC(c1nnnn1CCOC)N1CCN(c2nc3ccccc3s2)CC1 (configuration not stated)	-3	i	-3	2	4	14	2.2	1	1
COc1cc2c(cc1OC(C)=O)C(=O)CCCC2	-4	i	-3	0	-2	19	0.5	4	-3
Cc1ccc(NC(=O)c2cccc(N3C(=O)CCC3=O)c2)nc1	-1	i	1	1	11	-10	0.2	2	-6
COc1ccc(-n2ccnc2SCC(=O)NCc2ccc3c(c2)OCO3)cc1	-4	i	-7	2	4	3	1.4	-1	2
CCC1=Nc2cc(C(=O)NCCCN3CCOCC3)ccc2Sc2ccc(Br)cc21	-1	i	1	-1	7	20	-0.1	2	2
CN(C)c1ccc(/C=C/C(=O)c2cccc(Br)c2)cc1	-1	i	-396	0	132	3	-0.5	-120	-84
NC(=O)NCc1ccc(C(=O)OCc2ccncc2)cc1	-1	i	-4	4	-1	-6	0.4	0	6
Cc1ccc(NC(=O)COC(=O)C2C3CC4OC(=O)C2C4C3)cc1Cl (configuration not stated)	-8	i	-1	-3	4	-11	-0.2	7	1
CC(C)(C)[C@@H]1C=C(C(=O)N2CCN(Cc3ccc4c(c3)OCO4)CC2)O[C@H](OCc2ccc(CO)cc2)C1	-3	i	5	-1	18	18	-0.4	0	14
O=C(NCCc1ccccc1)C1CCCN1C(=O)Nc1cccc(Cl)c1 (configuration not stated)	-2	i	5	-2	14	18	0.1	-3	1
Cc1ccc(/C(N)=N/OC(=O)CN(C)S(=O)(=O)c2ccc(C)cc2)cc1	1	i	-1	-3	-4	-4	1.4	1	12
Cc1ccc(OCCN(C)C(=O)c2cc(COc3ccc(F)cc3F)on2)cc1	-8	i	-1	-1	-6	7	-0.3	-1	25
CC1CC(=O)Nc2ccccc2N1C(=O)COc1cc(Cl)ccc1Cl (configuration not stated)	-8	i	-3	4	-2	0	-0.2	-3	-5
CC1(C)CC(=O)/C(=C\c2cccc([N+](=O)[O-])c2)C(C)(C)N1	0	i	0	-3	31*	-1	0.2	-2	-2
COc1ccc(C#Cc2cccc(-c3nc(C(=O)NCc4ccc(Oc5ccccc5)cc4)cc4c3[C@@H](CCO)N(S(=O)C(C)(C)C)C4)c2)cc1OC (some centres not stated)	-6	i	-4	2	-15	7	0.6	7	-16
COc1ccc(OC)c(N2C(=O)c3cccnc3C2=O)c1	-2	i	-8	3	7	0	-0.1	0	-4
CCN(CC)S(=O)(=O)c1ccc(NC(=O)c2ccc(CN3CCOCC3)cc2)cc1	-2	i	2	-1	-5	6	0.8	6	0
COc1ccc(N(CC(=O)Nc2cc(C)on2)S(=O)(=O)c2ccc(Cl)cc2)cc1	-4	i	5	-1	3	-12	0.8	1	4
O=C1CCCC/C1=C\Nc1ccc(C(=O)O)c(O)c1	-6	i	44*	-2	-6	-15	2.9	-3	-8
COc1ccc(C(=O)Nc2ccccc2C)cc1S(=O)(=O)N1CCOCC1	-3	i	8	1	14	3	0.6	2	-3
COc1ccc(-c2c(C#CC(C)(C)O)c3ccccc3n2C)cc1	-4	i	5	4	0	-2	0.2	-9	14
COc1ccc(C(=O)Oc2ccc(/C=N/NC(=O)c3cccnc3)cc2OC)cc1	-6	i	-6	1	2	9	0.0	4	-4
O=[N+]([O-])c1cnc2nc(-c3ccncc3)nn2c1O	-5	i	-7	2	-6	-8	2.0	1	-4
O=C(CN1CCCC1)Nc1cccc(Cl)c1Cl	-2	i	5	2	2	14	-0.1	-5	-2

6 successive records from above:
SMILES	MsrA act	Neddylation inh	E coli Lon inh	Rin1-Abl PPI inh	NRP1-CendR mod	SKN-1 inh	MsrA inh	MT1-MMP act inh	FAS-TE inh
O=C1CCCC/C1=C\Nc1ccc(C(=O)O)c(O)c1	-6	i	44*	-2	-6	-15	2.9	-3	-8
COc1ccc(C(=O)Nc2ccccc2C)cc1S(=O)(=O)N1CCOCC1	-3	i	8	1	14	3	0.6	2	-3
COc1ccc(-c2c(C#CC(C)(C)O)c3ccccc3n2C)cc1	-4	i	5	4	0	-2	0.2	-9	14
COc1ccc(C(=O)Oc2ccc(/C=N/NC(=O)c3cccnc3)cc2OC)cc1	-6	i	-6	1	2	9	0.0	4	-4
O=[N+]([O-])c1cnc2nc(-c3ccncc3)nn2c1O	-5	i	-7	2	-6	-8	2.0	1	-4
O=C(CN1CCCC1)Nc1cccc(Cl)c1Cl	-2	i	5	2	2	14	-0.1	-5	-2

(continued)
SMILES	MsrA act	Neddylation inh	E coli Lon inh	Rin1-Abl PPI inh	NRP1-CendR mod	SKN-1 inh	MsrA inh	MT1-MMP act inh	FAS-TE inh
COc1cc(C(=O)OCc2csc(CC(=O)Nc3ccccc3C)n2)ccc1OCC(C)C	-2	i	6	1	-6	9	-0.9	-3	22
Cc1cccc(CNCc2ccccc2)c1	-4	i	-12	5	-3	9	-0.3	9	-8
O=C(Nc1nncs1)C1c2ccccc2Oc2ccccc21	-1	i	0	6	0	1	-0.8	-8	-7
COc1cccc(CNC(=O)C2CCCN(S(=O)(=O)N3CC(C)CC(C)C3)C2)c1 (configuration not stated)	-1	i	-3	1	2	5	-0.2	-2	1
O=C(NCCC1=CCCCC1)c1ccc2c(c1)N(Cc1ccccc1)C(=O)CS2	-1	i	-4	-3	0	4	2.3	-9	32
COc1ccc(Nc2nc(CC(C)=O)ns2)cc1OC	-2	i	-1	2	-3	2	0.3	-1	-2
COc1ccc(N2C(=O)CSC2c2cccc(F)c2)cc1 (configuration not stated)	-1	i	1	0	-2	16	-1.5	-9	1
S=c1[nH]nc(-c2cccnc2)n1/N=C/c1ccccc1	1	i	-13	2	-8	6	-0.1	4	-4
CCOc1cc(CNCCc2ccc(S(N)(=O)=O)cc2)ccc1OCC(=O)NC(C)(C)C	-1	i	1	2	0	-5	-0.7	-5	-6
Cc1oc(C2CC2)cc1C(=O)O	-2	i	8	-5	5	-1	-0.7	6	-3
CN1OC(COC(=O)c2ccc(Cl)cc2)CC1c1ccccc1 (configuration not stated)	-1	i	11	-4	6	21	0.5	-1	15
COCCN(C(=O)COC(=O)c1c(-c2ccccc2)noc1C)c1c(N)n(Cc2ccccc2)c(=O)[nH]c1=O	-2	i	-6	0	10	4	2.0	-5	-12
Cc1cc(C)nc(NS(=O)(=O)c2ccc(NC(=O)C3(c4ccccc4)CCCC3)cc2)n1	-7	i	3	0	-10	1	-0.6	0	2
CCN(CC(=O)Nc1c(F)cccc1F)C(=O)c1cc(S(=O)(=O)NCc2ccccc2)ccc1C	-6	i	-1	1	9	-16	-1.2	16	-4
CCN1CCN(c2ncnc3c2sc(=S)n3-c2ccccc2)CC1	-14	i	0	-3	-14	-1	2.4	4	-10
CS(=O)(=O)NNC(=O)c1sccc1OCc1ncc(C(F)(F)F)cc1Cl	-4	i	-2	-1	-7	-4	0.9	4	-2
COCc1nc2oc3ccccc3c(=O)c2cc1C(=O)OC	-2	i	-6	3	8	1	0.7	0	-3
COc1cc(-n2cnnn2)ccc1S(=O)(=O)N1CCOCC1	-1	i	8	-4	2	0	0.4	0	-9
O=C(CCC(=O)N1CCCC1)N1CCCC1	-3	i	-6	5	6	1	-0.5	-4	-4
Cc1nn(CC(=O)NCc2cccc(F)c2)c(=O)c2cccn12	-5	i	1	8.6*	6	3	-0.2	-2	-7
CSc1ccccc1NC(=O)c1csc(C)c1	-7	i	5	-2	-3	7	-0.1	-2	-5
CC1C(=O)N(Cc2cn(CCC3OCCO3)nn2)CCS(=O)(=O)N1Cc1ccc(-c2ccc(F)cc2)cc1 (configuration not stated)	-3	i	-1	2	-5	10	0.2	-8	2
O=C(O)/C(=C\c1ccco1)NC(=O)c1cccc2ccccc12	0	i	11	-2	-55	-4	0.6	0	-1
COc1ccccc1N(Cc1ccccc1)S(=O)(=O)c1cccc(C(=O)Nc2ccc(C(C)=O)cc2)c1	0	i	-26	1	7	7	-0.6	1	35
COc1ccccc1CNS(=O)(=O)c1cc(C(=O)NCC2CCCO2)c(Cl)cc1Cl (configuration not stated)	-4	i	-8	3	-1	-14	-0.1	4	-6
C=CCSC1=NC(=O)/C(=C/c2cccs2)S1	-6	i	2	-3	-4	11	3.7	3	-11
CCOC(=O)CCc1c(C)c2ccc(OCc3ccc([N+](=O)[O-])cc3)cc2oc1=O	1	i	0	2	8	8	0.6	2	-6
COc1cc(C(C)=O)ccc1OCC(=O)Nc1ccc(S(=O)(=O)N2CCCCC2)cc1	0	i	2	4	-10	-1	-1.5	5	4
COc1ccccc1CNC(=O)C(NC(=O)c1ccc(C)cc1)C(C)C (configuration not stated)	-6	i	-6	2	7	8	-0.2	-9	-4
CCCc1c(C(=O)N/N=C/c2ccncc2)nnn1-c1nonc1N	-2	i	10	0	3	-6	-0.9	4	-3
O=C(COC(=O)CC1Sc2ccccc2NC1=O)NCc1ccccc1 (configuration not stated)	0	i	-6	-2	-8	10	0.2	4	-4
COc1cc(CNc2ncnc3c2ncn3[C@H]2CN(Cc3ccncc3)C[C@@H](CO)O2)cc(OC)c1OC	-2	i	-3	-4	-7	2	0.3	3	-7
O=C(Nc1ccccc1O)c1cccc(S(=O)(=O)Nc2ccccc2O)c1	2	i	5	3	-2	14	0.7	6	1
CCN(CC)c1ccc(/C=N/NC(=O)c2cccc(S(=O)(=O)Nc3ccccc3OC)c2)cc1	-3	·	4	-3	-35	8	2.9	-3	35
CO[C@H]1CN(C)C(=O)c2cc(NC(=O)C3CCOCC3)ccc2OC[C@H](C)N(Cc2nccs2)C[C@H]1C	·	i	·	·	7	4	-0.6	-1	·
Brc1ccc2cccnc2c1	-3	i	-9	-2	-8	-4	0.5	0	-4
Cc1ccc2c(c1)C(C)(C)[C@]1(C)NC(=O)CCN21	4	i	-12	-3	-7	32	-0.2	35*	-2
O=C(N/N=C\c1c(F)c(F)c(F)c(F)c1F)c1ccc(-c2ccccc2)cc1	-6	i	9	0	0	-9	-1.1	-5	1
Cn1nc(C(=O)Nc2cccc(S(=O)(=O)N3CCCCC3)c2)c2ccccc2c1=O	-1	i	-15	0	0	6	0.7	1	31
COC(=O)[C@]12CCCCC=C1N(Cc1ccccc1)C(=O)[C@H](CC(=O)NCc1ccc(C)o1)C2	0	i	-2	·	1	7	0.3	7	-3
Cc1occc1C(=O)NNC(=O)c1ccccc1F	-11	i	-5	0	1	4	-0.8	0	-5
Cc1ccc(S(=O)(=O)N2CCN(C(=O)COC(=O)/C=C/c3ccccc3F)CC2)c(C)c1	-2	i	-1	-1	-1	0	0.0	3	26
Cc1[nH]c(C)c(S(=O)(=O)Nc2ccc(OC(F)(F)F)cc2)c1C(=O)N1CCCCC1	-3	i	9	2	11	-5	-1.5	0	3
Cc1ccc(S(=O)(=O)N2CCN(C(=O)COC(=O)C3CCC3)CC2)cc1	-5	i	-3	0	20	-2	-0.2	4	-1
Cc1ccc(N(CC(=O)NCCSc2ccccn2)S(=O)(=O)c2ccc(F)cc2)cc1	2	i	1	0	7	-6	0.5	-1	6
Cc1nn(Cc2ccc(C(=O)NC(C)(C)C)o2)c(C)c1Br	-1	i	-2	1	-5	7	0.4	-5	5
CCOC(=O)N1CCC(NCCNC(=O)c2ccccc2Cl)CC1	-1	i	0	-4	6	-6	2.2	-5	-7
